GluA2 TARP mod: modulators of GluA2-stargazin AMPA receptor complexes, primary screen, cell-based, membrane potential dye | Voltage-dependent calcium channel gamma-2 subunit (Mus musculus) + Glutamate receptor 2 … | HEK293 GluA2+stargazin, membrane potential dye (FDSS), glutamate EC50; hits were called plate by plate, in both directions | calls only at 30 µM | hit rate 3.5% among 40,000 | AID 1259245, 2017;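 active = any of four per-well response measures lying three or more SD from its plate-wide compound average, in either direction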
Target sequence (O88602 whole entry, looked up): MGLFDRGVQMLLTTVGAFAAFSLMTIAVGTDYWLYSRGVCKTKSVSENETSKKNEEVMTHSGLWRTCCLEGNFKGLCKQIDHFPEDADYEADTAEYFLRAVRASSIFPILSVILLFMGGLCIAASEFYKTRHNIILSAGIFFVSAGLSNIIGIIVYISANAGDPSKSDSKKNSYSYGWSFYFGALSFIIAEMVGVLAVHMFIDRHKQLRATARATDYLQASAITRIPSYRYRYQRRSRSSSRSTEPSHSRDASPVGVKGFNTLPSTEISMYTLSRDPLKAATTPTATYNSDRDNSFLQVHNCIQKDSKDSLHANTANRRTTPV
Target sequence (P19491 whole entry, looked up): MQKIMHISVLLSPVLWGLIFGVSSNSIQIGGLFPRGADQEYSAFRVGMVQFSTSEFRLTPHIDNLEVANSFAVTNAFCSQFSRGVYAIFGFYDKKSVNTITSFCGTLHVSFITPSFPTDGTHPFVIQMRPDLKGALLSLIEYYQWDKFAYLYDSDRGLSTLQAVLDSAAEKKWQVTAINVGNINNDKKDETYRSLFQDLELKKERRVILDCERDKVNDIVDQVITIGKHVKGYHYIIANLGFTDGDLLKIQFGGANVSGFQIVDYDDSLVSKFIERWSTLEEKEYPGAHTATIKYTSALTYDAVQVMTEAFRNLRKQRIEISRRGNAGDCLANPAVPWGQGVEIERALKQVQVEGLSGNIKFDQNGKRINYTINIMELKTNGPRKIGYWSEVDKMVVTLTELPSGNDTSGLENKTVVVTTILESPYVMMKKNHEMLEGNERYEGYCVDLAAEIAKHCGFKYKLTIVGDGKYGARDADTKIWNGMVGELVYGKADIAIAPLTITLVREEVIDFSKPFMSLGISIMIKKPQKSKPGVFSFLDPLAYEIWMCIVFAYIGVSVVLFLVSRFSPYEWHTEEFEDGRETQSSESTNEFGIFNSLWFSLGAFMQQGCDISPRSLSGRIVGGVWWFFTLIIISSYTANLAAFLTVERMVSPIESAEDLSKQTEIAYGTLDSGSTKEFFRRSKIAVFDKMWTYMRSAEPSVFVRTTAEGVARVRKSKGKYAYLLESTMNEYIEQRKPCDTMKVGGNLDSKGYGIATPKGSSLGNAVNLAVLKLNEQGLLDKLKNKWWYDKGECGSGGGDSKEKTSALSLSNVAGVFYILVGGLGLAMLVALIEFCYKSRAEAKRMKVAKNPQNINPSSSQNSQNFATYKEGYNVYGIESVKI
GluA2 TARP mod agonism max-min: also measured in GluA2 TARP mod; calls as there; compound max-min signal; compound-alone response (agonism);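 unitless range of fluorescence divided by baseline over first 100 seconds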
GluA2 TARP mod glutamate slope: recorded beside GluA2 TARP mod, whose call it bears; glutamate slope, % of max; measured here: glutamate response slope, % max;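 scaled per plate between vehicle wells and maximal 1 mM glutamate control wells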
Starred values were filed as active, the others as inactive; i = inactive; + = active, no number; & = joins results of further samples. These rows are one share of the data; count on the stated rates, not on these rows.

Molecule | GluA2 TARP mod | GluA2 TARP mod agonism max-min | GluA2 TARP mod glutamate slope
CN(C1CCCC1)S(=O)(=O)c1ccc(C(=O)Nc2cccc(Cl)c2Cl)cc1 | i | 0.048 | 70
CCN1CCN(S(=O)(=O)CCNC(=O)COc2ccc(OC)cc2)CC1 | i | 0.062 | 40
C#CC1(OCC(O)CN2CCN(CC)CC2)CCCCC1 (configuration not stated) | i | 0.1 | 43
Cc1nc(-c2cccc(NC(=O)CCn3nnc4ccccc4c3=O)c2)cs1 | i | 0.12 | 57
CCOc1ccc(-c2cc(=O)n(CCCC(=O)Nc3cc(C)ns3)cn2)cc1 | + | 0.074* | 5.3*
CC(C)Oc1ccc(NC(=O)c2ccccc2Br)cc1 | i | 0.057 | 66
O=C(NCC1CCN(C(=O)c2cccnc2)CC1)c1ccc(Cl)c(Cl)c1 | i | 0.072 | 49
Cc1noc(C)c1S(=O)(=O)N1CCN(C(=O)c2cnn3ccccc23)CC1 | i | 0.11 | 68
COc1ccc(-n2nc3c(c2NC(=O)C(=O)N2CCCC2)CS(=O)(=O)C3)cc1 | i | 0.062 | 59
Cc1cc(-c2ccccc2)c2c(n1)sc1c(=O)n(CC(=O)Nc3ccc(Cl)cc3)cnc12 | i | 0.087 | 57
Cc1cc(C)nc(SCCS(=O)c2ccc(C(C)(C)C)cc2)n1 (configuration not stated) | i | 0.04 | 53
CC1CN(c2ccccc2)c2nc3c(c(=O)n(CCN4CCOCC4)c(=O)n3C)n2C1 (configuration not stated) | i | 0.076 | 29
CC(C)(C)C(=O)NCCOc1ccc2nnc(-c3ccccc3Cl)n2n1 | i | 0.05 | 63
O=C(CS(=O)(=O)Cc1ccccc1)Nc1nc2c(s1)CCc1ccccc1-2 | i | 0.12 | 43
COc1cccc(C(=O)Nc2ccc(C)c(N3CCCCC3=O)c2)c1 | i | 0.077 | 56
COCC(=O)Nc1ccc2c(c1)N(C(=O)C1CCCO1)CC2 (configuration not stated) | i | 0.11 | 63
CC(O)CNC(=O)C(=O)Nc1ccc([N+](=O)[O-])cc1 (configuration not stated) | + | 0.085* | 99*
CN(C)C(CNS(=O)(=O)c1ccc(Cl)s1)c1ccco1 (configuration not stated) | i | 0.086 | 63
CC(=O)Nc1ccc(NS(=O)(=O)CCOc2ccc(F)cc2)cc1 | i | 0.13 | 55
O=C(NCCCl)NCc1n[nH]c(=O)c2ccccc12 | i | 0.14 | 52
COc1ccccc1NC(=O)CSc1nc2nc(C)cc(C)c2c(=O)[nH]1 | i | 0.089 | 28
CC(C)N(Cc1ccccc1)C(=O)c1nc(-c2cnccn2)no1 | i | 0.085 | 61
Cc1ccc([N+](=O)[O-])cc1S(=O)(=O)Nc1cccc(-c2ccc(=O)n(C)n2)c1 | i | 0.065 | 49
O=C(Cn1c(=O)oc2ccccc21)N1CCC(c2nnc(-c3ccco3)s2)CC1 | i | 0.072 | 56
COc1cccc(N2C(=O)CC(Sc3nnc(SCc4ccc(Cl)cc4)s3)C2=O)c1 (configuration not stated) | i | 0.045 | 51
COc1ccc(-c2c(C)oc3cc(OCC(=O)NN)ccc3c2=O)cc1 | i | 0.16 | 67
COc1cc(C)c(C)cc1S(=O)(=O)NCC1CCN(C(=O)/C=C/c2ccco2)CC1 | i | 0.055 | 41
CCN(c1cccc(C)c1)c1cc(C)nc(-n2cc([N+](=O)[O-])cn2)n1 | i | 0.058 | 50
CC(C)c1ccc(-n2nnnc2SCC(=O)Nc2nccs2)cc1 | i | 0.089&0.042 | 42&119
O=S(=O)(/C=C/c1ccccc1)N1CCN(CCn2cccn2)CC1 | i | 0.12 | 54
CN(C)c1cccc(C(=O)N2CCN(Cc3nc(-c4ccccc4)cs3)CC2)c1 | i | 0.12 | 60
COc1ccccc1OCC(=O)Nc1ccc(N2CCCC2=O)c(C)c1 | i | 0.094 | 42
Cn1c(CSc2nc(N)cc(N)n2)nnc1SCC(=O)NC1CCCCC1 | i | 0.076 | 69
COc1ccc(S(=O)(=O)N(C)CCCC(=O)O)cc1N(C)S(C)(=O)=O | i | 0.1 | 64
Cc1ccsc1C(O)CNC(=O)CN1C(=O)CCC1=O (configuration not stated) | i | 0.1 | 56
CC(C)C(=O)N1CCc2ccc(NC(=O)/C=C/c3ccccc3)cc2C1 | i | 0.079 | 61
COc1cc(C(=O)NCCN2CCOC(c3ccccc3)C2)cc(OC)c1OC (configuration not stated) | i | 0.045 | 35
COc1cc(NC(=O)c2cnccn2)ccc1N1CCCCC1=O | i | 0.074 | 64
COc1ccccc1NC(=O)Cn1cc(OC)c(=O)cc1CSc1nnc(C)s1 | i | 0.054 | 45
O=C(NCCNc1ccc(Nc2ccncc2)nn1)c1ccc2c(c1)OCO2 | i | 0.13 | 51
O=C(NCC(O)(c1ccccc1)C1CC1)c1ccccc1Br (configuration not stated) | i | 0.072 | 40
COc1ccc(C)cc1S(=O)(=O)Nc1ccc2c(c1)N(S(C)(=O)=O)CCC2 | i | 0.053 | 52
O=C(NNC1CC(=O)N(Cc2ccccc2)C1=O)c1ccccc1 (configuration not stated) | i | 0.11 | 51
CC(C)n1ccc(C(=O)Nc2nnc(-c3cccc(Cl)c3)o2)n1 | i | 0.13 | 63
CCN(C1CCCCC1)S(=O)(=O)c1cc(Br)ccc1OC | i | 0.045 | 61
COc1cccc(NC(=O)Cn2c(=O)n(Cc3ccccc3)c(=O)c3nscc32)c1 | i | 0.16 | 54
O=C(Oc1ccc(F)cc1)c1cc2cc([N+](=O)[O-])ccc2oc1=O | i | 0.095&0.054 | 51&106
Cc1cc(-c2nnc(NC(=O)C3(c4ccc(Cl)cc4)CCCC3)o2)n(C)n1 | i | 0.059 | 50

Full records from above.
O=C(Oc1ccc(F)cc1)c1cc2cc([N+](=O)[O-])ccc2oc1=O is listed as GluA2 TARP mod: i; GluA2 TARP mod agonism max-min: 0.095&0.054; GluA2 TARP mod glutamate slope: 51&106
O=C(NCC(O)(c1ccccc1)C1CC1)c1ccccc1Br (configuration not stated) is listed as GluA2 TARP mod: i; GluA2 TARP mod agonism max-min: 0.072; GluA2 TARP mod glutamate slope: 40
O=C(NNC1CC(=O)N(Cc2ccccc2)C1=O)c1ccccc1 (configuration not stated) is listed as GluA2 TARP mod: i; GluA2 TARP mod agonism max-min: 0.11; GluA2 TARP mod glutamate slope: 51

Following part:
Values run as follows: GluA2 TARP mod	GluA2 TARP mod agonism max-min	GluA2 TARP mod glutamate slope
- O=C(NCC(O)c1ccsc1)Nc1ccc2c(c1)OCO2 (configuration not stated)
    i	0.13	49
- O=C(Cc1csc(Nc2cccc(Cl)c2)n1)NC1CCCCC1
    i	0.18	70
- COc1cc(NC(=O)COc2ccc(C)cc2)ccc1N1CCCCC1=O
    i	0.048	36
- c1ccc(-c2cc(-c3nc(-c4ccccc4)no3)[nH]n2)cc1
    i	0.076	45
- Cn1c(=O)c2c(N3CCOCC3)ccnc2n(C)c1=O
    i	0.08	48
- Cc1ccc(NCCNS(=O)(=O)Cc2ccccc2)nn1
    i	0.12	59
- CC(C)(C)OC(=O)N1CCN(c2ccc(N)c3cnccc23)CC1
    i	0.098	61
- Cc1cc(NC(=O)c2ccccc2[N+](=O)[O-])ccc1N1CCCCC1=O
    i	0.09	49
- Cc1ccc2nc(NC(=O)CCCn3nc(-c4ccc(Cl)cc4)ccc3=O)sc2c1
    i	0.067	37
- CCc1ccc(-c2cc3c(=O)n(Cc4nc(-c5ccc(OC)c(OC)c5)no4)ccn3n2)cc1
    i	0.11	54

Shown as labelled records: entries from further up.
> c1ccc(-c2cc(-c3nc(-c4ccccc4)no3)[nH]n2)cc1
  GluA2 TARP mod: i; GluA2 TARP mod agonism max-min: 0.076; GluA2 TARP mod glutamate slope: 45

> Cn1c(=O)c2c(N3CCOCC3)ccnc2n(C)c1=O
  GluA2 TARP mod: i; GluA2 TARP mod agonism max-min: 0.08; GluA2 TARP mod glutamate slope: 48

> Cc1ccc(NCCNS(=O)(=O)Cc2ccccc2)nn1
  GluA2 TARP mod: i; GluA2 TARP mod agonism max-min: 0.12; GluA2 TARP mod glutamate slope: 59

> CC(C)(C)OC(=O)N1CCN(c2ccc(N)c3cnccc23)CC1
  GluA2 TARP mod: i; GluA2 TARP mod agonism max-min: 0.098; GluA2 TARP mod glutamate slope: 61

Next structures follow:
Values run as follows: GluA2 TARP mod	GluA2 TARP mod agonism max-min	GluA2 TARP mod glutamate slope
- Cc1nc(-c2cccc(NC(=O)c3nc(-c4cnccn4)no3)c2)cs1
    i	0.13	58
- CCCc1c(C(=O)Nc2ccccc2Cl)nnn1-c1ccccc1
    i	0.089	65
- CC(=O)Cn1c(=O)c2c(nc3n(-c4ccccc4C)c(C)c(C)n23)n(C)c1=O
    i	0.042	34
- COc1ccc(NC(=O)c2ccc(=O)n(CC(=O)Nc3ccc(C(F)(F)F)cc3)n2)cc1
    i	0.053	37
- CCN(CC)C(=O)C(=O)Nc1ccc(Oc2ccccc2)cc1
    i	0.06	49
- O=C(NCCc1c[nH]c2ccccc12)C1CCCN(c2ccc(-n3ccnc3)nn2)C1 (configuration not stated)
    i	0.076	61
- COc1ccc(-c2ccc(C)c(NS(=O)(=O)c3ccc(NC(=O)C(C)C)cc3)c2)nn1
    +	0.12*	44*
- OC(COc1ccc(F)cc1)CN1CCN(Cc2ccc(Cl)cc2)CC1 (configuration not stated)
    i	0.036	44
- O=C(NCc1ccccc1)Nc1ccc2c(c1)CN(C(=O)C1CC1)CC2
    i	0.076	54
- COc1ccc(-c2cc(CC(=O)Nc3nnc(C)s3)no2)cc1
    i	0.048	27
- COc1cccc2sc(N(Cc3ccccn3)C(=O)c3cc(C)nn3C)nc12
    i	0.037	52
- CC(C)N1CCc2c(sc(NC(=O)C3CC3)c2-c2nc3ccccc3s2)C1
    i	0.12	66
- COc1ccc(S(=O)(=O)CC(=O)N2CCN(c3nc4c(F)cccc4s3)CC2)cc1
    i	0.057	65
- COc1ccc(S(=O)(=O)CCC(=O)Nc2cccc(-c3nc4ccccc4s3)c2)cc1
    i	0.077	66
- COc1cc(-c2noc(CSc3nc(-c4ccc(F)cc4)cc(=O)[nH]3)n2)cc(OC)c1OC
    i	0.081	58
- Cn1c(=NC(=O)C2CCCCN2S(C)(=O)=O)sc2cc3c(cc21)OCO3 (configuration not stated)
    i	0.13	60
- CCOC(=O)Cn1c(=O)c2c(nc3n(-c4ccccc4OC)c(-c4ccccc4)cn23)n(C)c1=O
    i	0.042	54
- COCCNC(=O)c1csc(N)n1
    i	0.026	46
- COC(=O)c1ccc(-c2csc(NC(=O)CSCc3ccccc3)n2)cc1
    i	0.086	45
- COc1cccc(C(CNS(=O)(=O)c2cc(F)ccc2F)N2CCOCC2)c1 (configuration not stated)
    i	0.12	58
- COc1cc(NC(=O)c2ccc(Br)o2)ccc1N1CCCCC1=O
    i	0.093	61
- COc1ccc2cc(CNc3ccc(C)cc3)c(=O)n(CC(=O)Nc3ccc(F)cc3)c2c1
    i	0.097	42
- O=C(Cc1cccs1)NCCOc1ccc2nnc(-c3ccc(F)cc3)n2n1
    i	0.11	46
- Cc1cc(C)n(CC(O)COc2ccc3c4c(c(=O)oc3c2)CCC4)n1 (configuration not stated)
    i	0.14	47
- CC1CCCN(CC(O)COC2CC3CCC2(C)C3(C)C)C1 (configuration not stated)
    i	0.15	61
- Cc1ccc2nc(N(Cc3ccccn3)C(=O)Cc3ccc(S(C)(=O)=O)cc3)sc2c1
    i	0.063	52
- COC(=O)C(C)Oc1ccc2c(c1)O/C(=C\c1cc(OC)ccc1OC)C2=O (configuration not stated)
    i	0.099	55
- COc1ccc(Cl)cc1NC(=O)N1CCN(CC(F)(F)F)CC1
    i	0.16	53
- COc1ccc(Cl)cc1NC(=O)Cn1c2c(c(=O)n(C3CCCCC3)c1=O)CCC2
    i	0.1	57
- O=C(CSc1ccccc1[N+](=O)[O-])Nc1cccc(Br)c1
    i	0.079	31
- COc1ccccc1CNC(=O)C1CN(C(C)=O)C1
    i	0.069	68
- COc1cc(NC(=O)c2cc(Cl)ccc2[N+](=O)[O-])ccc1N1CCCC1=O
    i	0.1	44
- COc1cccc(NC(=O)Cn2c(=O)c(CNc3ccccc3)cc3ccc(OC)cc32)c1
    +	0.098*	6.6*
- CC(C)(C)CC(=O)Nc1ccc(CC(=O)N2CCOCC2)cc1
    i	0.054	37
- Cc1c(Cl)cccc1NC(=O)Cc1cc(-c2ccc3c(c2)OCO3)on1
    i	0.055	32
- CC(=O)Nc1ccc(NC(=O)CCCOc2ccc(C)cc2C)cc1
    i	0.095	85
- CCOCC(=O)Nc1ccccc1OC
    i	0.067	25
- O=C(CSc1ccc(NC(=O)c2cccc(F)c2)nn1)NC1CCCC1
    i	0.088	42
- COC(=O)C1=CN(C)C=C(C(=O)OC)C1c1cc2c(cc1Br)OCO2
    i	0.076	39
- COc1ccc(CCC(=O)Nc2cccc(N3CCCC3=O)c2)cc1
    i	0.098	54
- COc1ccc(-c2ccc(=O)n(CCCC(=O)N3CCN(c4ccccc4)CC3)n2)cc1
    i	0.038	55
- O=C(c1cc2ccccc2o1)N(CCc1ccccc1)Cc1ccccn1
    i	0.079	54
- O=S(=O)(c1ccccc1)N1CCC(c2nnc(-c3ccco3)o2)CC1
    i	0.1	49
- COc1ccc(S(=O)(=O)c2ccc(=O)n(CC(=O)Nc3cc(C)cc(C)c3)n2)cc1
    i	0.14	73
